HEK293 tox: cytotoxicity in counter-screen for GLP-1R inverse agonists; HEK293 cAMP-luciferase reporter cells, luminescence, 24 h; Potency, µM (titrated, usually from 38.3 µM), for the others: at the highest dose activity change, negative = inhibition, hits mostly inhibitors; 410,000 tested, 0.13% active;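 further: loss of luciferase light is scored as toxicity; potency means the concentration at half of the fitted maximal effect; on the % scale 0 is the no-effect control and ±100 the full control effect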
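Step one: seed cells (200 cells/uL, DMEM with 10% Nu serum, 1% pen-strep). Step two: 12-hour incubation at 37 deg C. Step three: pin 23 nL compound, incubate 24 hr. Step four: add luciferase reagent, read luminescence 12 min later.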
GLP1R inv ag: GLP-1 receptor (human) inverse agonism; P43220; HEK293 GLP-1R CRE-luciferase, luminescence, 24 h; GLP-1R form is constitutively active; Potency, µM (doses to about 38.3 µM), without a hit: top-dose activity change, negative = inhibition, hits mostly inhibitors; 410,000 tested, 1.6% active; further: potency means the concentration at half of the fitted maximal effect; on the % scale 0 is the no-effect control and ±100 the full control effect; nearly all actives have a fitted effect of over 55% in size
Target sequence (P43220 whole entry, looked up): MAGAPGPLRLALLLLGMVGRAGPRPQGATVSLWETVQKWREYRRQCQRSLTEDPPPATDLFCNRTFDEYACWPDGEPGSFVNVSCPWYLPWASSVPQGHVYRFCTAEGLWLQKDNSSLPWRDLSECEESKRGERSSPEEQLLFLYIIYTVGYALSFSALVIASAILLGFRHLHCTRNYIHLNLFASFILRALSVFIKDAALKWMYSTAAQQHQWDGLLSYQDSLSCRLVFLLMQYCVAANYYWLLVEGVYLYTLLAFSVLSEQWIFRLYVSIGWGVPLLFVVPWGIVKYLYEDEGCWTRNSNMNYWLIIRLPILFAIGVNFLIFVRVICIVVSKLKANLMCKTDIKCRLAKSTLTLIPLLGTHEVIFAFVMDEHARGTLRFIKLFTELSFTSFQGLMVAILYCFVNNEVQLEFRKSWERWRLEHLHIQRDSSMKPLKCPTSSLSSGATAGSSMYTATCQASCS
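Using stably transfected HEK293 (constitutively active GLP-1R, cAMP-luciferase reporter), compounds were incubated 24 hr and luciferase measured by luminescence.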
D3 ag: agonists of human D3 dopamine receptor; P35462; D3R DiscoveRx beta-arrestin cells, luminescence, 90 min; max activation, %; 410,000 tested, 0.58% active; AID 652048; in the data active means max activation above about 30%; further: 0% is about no effect; mostly tested at two doses, the higher about 12 µM
Target sequence (P35462 whole entry, looked up): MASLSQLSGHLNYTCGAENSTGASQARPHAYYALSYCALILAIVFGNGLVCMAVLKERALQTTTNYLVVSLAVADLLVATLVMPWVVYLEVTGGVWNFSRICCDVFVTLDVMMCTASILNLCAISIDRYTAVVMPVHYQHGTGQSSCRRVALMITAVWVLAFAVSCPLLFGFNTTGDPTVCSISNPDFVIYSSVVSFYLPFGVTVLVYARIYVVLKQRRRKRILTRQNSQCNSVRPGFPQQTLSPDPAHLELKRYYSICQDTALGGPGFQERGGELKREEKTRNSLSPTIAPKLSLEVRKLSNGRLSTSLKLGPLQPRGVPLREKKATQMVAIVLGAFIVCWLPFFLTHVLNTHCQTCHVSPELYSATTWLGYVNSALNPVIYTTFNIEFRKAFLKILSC
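Cells at 1500/well, incubated overnight, then treated with pinned compounds (dopamine as control) for 90 min at 37 degrees C. DiscoveRx reagent added for 30 - 60 minutes at room temperature; luminescence read.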
Active calls of the source: *; ? = inconclusive; [ ] = remark or other dose. Unless noted, the call rests on the fitted dose curve; in most records, active means well fitted curve in the direction sought with a large enough effect; inconclusive means small, poorly fitted or top-dose-only effect, or another doubt; inactive means no such curve, though single readings can be large; an effect the other way counts as inactive or inconclusive.

Every second line gives: GLP1R inv ag	HEK293 tox	D3 ag
- CCC1CN(C(=O)N2CCC(C(=O)NCc3cccs3)CC2)c2cc(C)ccc2O1 (configuration not stated)
  15%	-29%	22
- COc1ccc(CCN2C(=O)N(c3ccc(F)cc3)C(=O)C2CC(=O)Nc2ccc(OC)cc2)cc1 (configuration not stated)
  0%	3%	7
- CCOc1ccc(CCNC(=O)c2ccc(C)c(-n3cnc4cccnc43)c2)cc1
  -3%	-3%	5
- COc1ccc(S(=O)(=O)c2c(Nc3ccccc3F)sc(C(=O)c3cccc(OC)c3)c2N)cc1
  ?	1%	-18
- Cc1ccc(NC(=O)C(=O)NCC(c2ccc3c(c2)OCO3)N2CCN(C)CC2)cc1C (configuration not stated)
  10%	2%	-3
- Cc1cc(=O)[nH]c2nnc(SCC(=O)NC(C)(C)C)n12
  -2%	-1%	-8
- CC(C)Cn1cc(C(=O)N2CCN(c3cccc(Cl)c3)CC2)c2c3ccccc3n(C)c2c1=O
  10µM*	-17%	-17
- CC(=O)Nc1ccc(NS(=O)(=O)c2ccc3c(c2)CC(C)N3C(=O)C2CCC2)cc1 (configuration not stated)
  10%	2%	15
- COc1ccccc1Cc1nc2ccccc2nc1SCC(=O)Nc1ccc2c(c1)OCO2
  1%	-3%	-10
- CC(C)Oc1ccc(CNC(=O)CCCn2c(=O)c3cccn3c3ccccc32)cc1
  -9%	-16%	-9
- COc1cc(NS(=O)(=O)c2ccc3c(c2)CCN3S(C)(=O)=O)cc(OC)c1
  -4%	-4%	-9
- COc1ccccc1-c1cc(C(=O)NCc2ccccc2)c2c(-c3ccc(C)cc3)[nH]nc2n1
  ?	13%	-5
- COc1ccc(-c2cn3c(n2)sc2cc(C(=O)NCCCc4ccccc4)ccc23)cc1
  7%	1%	3
- CCCC(=O)Nc1nnc(S(=O)(=O)N(C)c2ccccc2)s1
  12%	3%	-8
- COc1ccccc1NC(=O)C1=C(C)Nc2ncnn2C1c1ccccn1 (configuration not stated)
  2%	7%	19
- COc1ccc2c(c1)Cc1sc(NC(=O)c3cccc(C)c3)nc1-2
  9%	-11%	-13
- Cn1c(=NC(=O)c2ccc(S(=O)(=O)N3CCCC3)cc2)sc2cc(F)ccc21
  1%	-4%	6
- O=S(=O)(NCc1ccc(F)cc1)c1ccc(N2CCCCS2(=O)=O)cc1
  -3%	5%	-3
- Cc1cc2c(cc1S(=O)(=O)Nc1ccc(C(C)C)cc1)OCCN2C
  -16%	2%	10
- Cc1ccc(CS(=O)(=O)c2ncc(Cl)c(C(=O)Nc3nc4ccc(F)cc4s3)n2)cc1
  15%	-4%	-14
- Cc1cccc(C(=O)N2CCc3cc(CNC(=O)Cc4ccc(F)cc4)ccc32)c1
  ?	5%	11
- Cc1cccc(OCC(=O)Nc2ccc(S(=O)(=O)N(Cc3ccccc3)c3ccccc3)cc2)c1
  1%	7%	2
- Cc1ccc(CN2CCSc3ccc(C(=O)Nc4cc(C)cc(C)c4)cc32)cc1
  ?	5%	-5
- CC(C)c1cc(-c2nc(-c3ccccc3)no2)n[nH]1
  ?	-19%	7
- CC(C)CN(CCCNC(=O)Cn1ncc2c3ccccc3n(C)c2c1=O)CC(C)C
  0%	-10%	6
- CCn1nnc2cc(C(=O)Nc3cccc(Cl)c3C)ccc21
  -9%	-19%	-8
- CCc1ccc(-n2nnc(-c3nc(-c4ccc(C)cc4)no3)c2N)cc1
  12%	-5%	8
- O=C(c1cccc(Cl)c1)N1CCN(CCc2ccccn2)CC1
  -9%	0%	-12
- CCCOc1ccc(-c2cccc(NS(=O)(=O)c3ccc(CC)cc3)c2)nn1
  ?	0%	7
- COc1cccc(NC(=O)CSc2nc(O)c(C/C=C/c3ccccc3)c(=O)[nH]2)c1
  6%	0%	-8
- COc1ccc(N2CCN(C(=O)Cn3c(-c4cccs4)cc4ccccc43)CC2)cc1
  -6%	-3%	11
- Cc1c(Cl)cccc1NC(=O)Cn1c(=O)n(Cc2nc(-c3ccccc3)no2)c(=O)c2cc3c(cc21)OCO3
  14%	6%	-5
- Cc1cccc(OCC(=O)NCc2ccc3c(c2)CCN3C(=O)c2ccc(Cl)cc2)c1
  4%	-6%	-17
- CCOc1cc(C(=O)NCCc2csc3nc(-c4ccc(C)cc4)nn23)cc(OCC)c1OCC
  3%	8%	-12
- O=C(Nc1ccc(OC(F)(F)F)cc1)c1cc(-c2ccc(Cl)cc2)on1
  7%	2%	-11
- CN(C)CCNC(=O)C1CCN(Cc2cc3ccccc3n2Cc2ccccc2)CC1
  ?	?	-3
- Cc1cc(C)c(NC(=O)Cn2nc3c(cc2=O)CCCC3)c(C)c1
  -13%	0%	5
- Nc1c(C(=O)NCc2ccc(Cl)cc2)sc2nc(-c3ccc(F)cc3)ccc12
  0%	91%[activator]	1
- Cc1ccc(NC(=O)N2CCN(c3nnc(C)c4c(C)n(-c5ccccc5)nc34)CC2)c(Cl)c1
  11%	0%	-17
- COc1ccc(C(=O)N2CC(=O)Nc3ccc(C)cc3C2c2ccccc2)c(OC)c1 (configuration not stated)
  -11%	-8%	3
- CCCC(=O)NCC(c1ccc2c(c1)OCO2)N1CCN(c2ccc(F)cc2)CC1 (configuration not stated)
  -17%	1%	-20
- COc1ccc(Cn2ccc3nc(C)c(C(=O)NCc4ccc(SC)cc4)cc3c2=O)cc1
  12%	-10%	3
- Cc1ccc(C(=O)COC(=O)CCC(=O)Nc2ccc(Oc3ccccc3)cc2)cc1
  3%	-7%	3
- CCOC(=O)CSc1nc2ccc(NC(=O)c3ccccc3F)cc2s1
  7%	2%	5
- COc1cc(C(=O)Nc2nnc(CC(C)(C)C)s2)cc(OC)c1OC
  -25%	22%	-1
- COc1ccc(C2=C(C)C(N3CCC(C(=O)NCc4ccco4)CC3)=NS2(=O)=O)cc1
  3%	-1%	4
- CN(C(=O)CSc1nnc(-c2ccc([N+](=O)[O-])cc2)o1)C1CCCCC1
  4%	11%	-13
- CCC12CN3CC(C)(CN(C1)C3c1c(C)[nH]c3ccccc13)C2=O (configuration not stated)
  -13%	-2%	7
- O=C(NC1CCN(Cc2ccccc2)CC1)c1ccc(Cn2c(=O)c3ccccc3n(Cc3ccc(F)cc3)c2=O)cc1
  19%	-8%	-23
- CCOC(=O)c1ccc(NC(=O)CCC(=O)N2CCSc3ccccc32)cc1
  ?	?	-22
- Cc1ccccc1OCC(=O)OCc1cc(=O)n2nc(C3CC3)sc2n1
  15%	2%	-2
- COc1cccc(C(=O)COC(=O)c2cc(-c3cccs3)nc3ccccc23)c1
  -27%	-3%	7
- Cc1cc(C)cc(NS(=O)(=O)c2ccc(N3CCCCS3(=O)=O)cc2)c1
  ?	-3%	5
- O=C(Nc1cc(Cl)cc(Cl)c1)c1ccc(F)c(S(=O)(=O)N2CCc3ccccc32)c1
  15%	18%	-5
- COc1ccc(C(=O)NCC(c2ccc3c(c2)OCO3)N2CCN(C)CC2)cc1OC (configuration not stated)
  12%	-7%	-10
- Cc1c2cnn(CC(=O)NC(C)C)c(=O)c2c(C)n1Cc1cccc(Cl)c1
  1%	7%	1
- COc1ccc(N2CCN(C(=O)c3c(C)oc4nc(C)nc(N5CCCC5)c34)CC2)cc1
  6%	-12%	0
- CCc1ccc(NC(=O)c2cnc3sc(N4CCCC4)nn3c2=O)cc1
  -4%	-2%	18
- CCOC(=O)c1ccccc1NC(=O)Cc1c(C(=O)O)c(C)cn1C
  -1%	4%	1
- CCOC(=O)c1c(-c2ccccc2)oc2ccc(OCc3ccccc3Br)cc12
  10%	2%	-3

A section from further up:
Every second line gives: GLP1R inv ag	HEK293 tox	D3 ag
- COc1ccc(C(=O)NCC(c2ccc3c(c2)OCO3)N2CCN(C)CC2)cc1OC (configuration not stated)
  12%	-7%	-10
- Cc1c2cnn(CC(=O)NC(C)C)c(=O)c2c(C)n1Cc1cccc(Cl)c1
  1%	7%	1
- COc1ccc(N2CCN(C(=O)c3c(C)oc4nc(C)nc(N5CCCC5)c34)CC2)cc1
  6%	-12%	0
- CCc1ccc(NC(=O)c2cnc3sc(N4CCCC4)nn3c2=O)cc1
  -4%	-2%	18
- CCOC(=O)c1ccccc1NC(=O)Cc1c(C(=O)O)c(C)cn1C
  -1%	4%	1
- CCOC(=O)c1c(-c2ccccc2)oc2ccc(OCc3ccccc3Br)cc12
  10%	2%	-3

Remaining list, next part
Every second line gives: GLP1R inv ag	HEK293 tox	D3 ag
- COc1ccc(S(=O)(=O)Nc2cccc(-c3ccc(N4CCC(C)CC4)nn3)c2)c(OC)c1
  ?	-8%	3
- COc1ccc(CCNc2nccn(-c3ccc(C)c(C)c3)c2=O)cc1OC
  -17%	4%	6
- CC(C)Cc1nn2cc(-c3cccc(Br)c3)nc2s1
  ?	2%	66*
- O=C(c1ccccc1)N1c2ncnn2C2(CCCCC2)[C@@H]2CCCC[C@@H]21
  -17%	0%	-3
- COc1ccc(-c2c(C)c3cc(OC(=O)N4CCOCC4)ccc3oc2=O)cc1OC
  -4%	-1%	5
- CCc1nn(CC(=O)Nc2cccc(C(C)=O)c2)c(=O)c2cc3sccc3n12
  4%	-2%	-10
- COc1cc(-c2noc(-c3ccc(NCCc4ccccc4)c([N+](=O)[O-])c3)n2)cc(OC)c1OC
  13%	2%	-2
- CCCN1C(=O)c2ccccc2CC1(C)C(=O)NC1CCCCC1 (configuration not stated)
  -3%	5%	2
- CCOc1ccc(NC(=O)COc2ccc(S(=O)(=O)NC3CCCCC3)cc2)cc1
  4%	-1%	6
- CCOc1cc(S(=O)(=O)n2ccnc2C(C)C)ccc1Cl
  4%	0%	-19
- O=C(Nc1cccc(Cl)c1)c1cc(S(=O)(=O)N2CCC3(CC2)OCCO3)ccc1F
  -19%	2%	0
- Cc1cccc(C)c1Nc1c(-c2ccc(Cl)s2)nc2ncccn12
  ?	142%[activator]	-9
- Cc1ccc(C(=O)Nc2ccc(NC(=O)c3cccs3)cc2)cc1C
  5%	16%	0
- COc1ccccc1N1CCN(S(=O)(=O)c2c(C)nc3sc(C)c(C)n3c2=O)CC1
  1%	-5%	6
- COc1cccc2c1cc1c(=O)n(CC(=O)NCc3ccc(C)o3)nc(C)n12
  10%	14%	0
- Cc1cccc(NC(=O)C(=O)NCC(c2cccnc2)N2CCc3ccccc32)c1C (configuration not stated)
  ?	9%	4
- Cc1ccc(CNC(=O)Cn2cc3c(n2)-c2c(oc(C(=O)N4CCOCC4)c2C)CC3)cc1
  5%	1%	7
- Cc1nc2nc(C)c(NS(=O)(=O)c3ccc(F)cc3)c(=O)n2[nH]1
  10%	-21%	5
- COc1ccc(NC(=O)c2ccc3c(=O)n4nc(Nc5cc(C)ccc5C)sc4nc3c2)cc1
  1%	5%	5
- COc1ccc(CCNC(=O)CCCn2c(SCC(N)=O)nc3cc4c(cc3c2=O)OCO4)cc1OC
  7%	4%	0
- Cc1cc(C)cc(N2CC(c3nc(-c4cccc(Cl)c4)no3)CC2=O)c1 (configuration not stated)
  ?	-1%	18
- CCCCOc1ccc(C2c3c(oc4ccccc4c3=O)C(=O)N2c2nc(C)c(C(=O)OCC)s2)cc1OC (configuration not stated)
  -1%	-3%	4
- CCc1nccn1S(=O)(=O)c1cc(Br)ccc1Br
  -1%	-4%	8
- COc1ccc(-c2cc(C(=O)Oc3ccc(C)cc3)c3ccccc3n2)cc1
  -23%	4%	-11
- CN(C)CCNC(=O)C(=O)NCC(c1cccnc1)N1CCN(c2ccc(F)cc2)CC1 (configuration not stated)
  -6%	3%	4
- COC(=O)c1cc2oc3ccccc3c2n1Cc1nc(-c2cccc(Cl)c2)oc1C
  4%	0%	-24
- Cc1cccc(C)c1NC(=O)C(=O)NCC(c1ccc2c(c1)OCO2)N1CCN(C)CC1 (configuration not stated)
  -4%	4%	4
- Cc1ccc(NC(=O)N2CCC(CN3CCCC3)CC2)c(C)c1
  6%	0%	0
- COc1ccc(-c2cc3c(=O)n(CC(=O)Nc4cc(F)ccc4F)ccn3n2)cc1OC
  11%	9%	-6
- COC(=O)c1sc(N2C(=O)c3oc4cc(C)c(C)cc4c(=O)c3C2c2ccccc2F)nc1C (configuration not stated)
  14%	3%	8
- O=C(c1cccs1)N1CCCc2cc(NS(=O)(=O)c3ccc(Cl)cc3)ccc21
  ?	-7%	2
- COc1ccc(NC(=O)C(C)Sc2cc(-c3ccccc3)nc(C)n2)cc1Cl (configuration not stated)
  ?	-5%	0
- CCCCOc1cccc(C(=O)N(Cc2ccc(C)o2)c2ccccn2)c1
  ?	5%	16
- COc1cccc(NC(=O)c2csnn2)c1
  3%	2%	3
- Cc1cccc(Oc2ccc(NC(=O)CCC(=O)OCC(=O)c3ccc(Br)cc3)cc2)c1C
  -11%	3%	0

High-throughput results deposited in PubChem by National Center for Advancing Translational Sciences (NCATS).

These rows are one share of the data; rates above refer to the full screens.
